TCR act: activates T cell receptor signaling | 330,000 tested, under 10 active | primary human leukocytes, anti-CD3, IL-2 HTRF, 48 h | Potency, µM (series often up to 9.22 µM), for inactives: at the top dose activation of IL-2 secretion, most hits filed as activators; further: % of control where 0% means no effect
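Using a-CD3 beads without co-stimulation, primary human leukocytes were exposed to compounds for 48 hr. An HTRF IL-2 kit measured the cytokine, with europium-to-d2 energy transfer producing emission at 665nm upon 320nm excitation.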
USP2a block: blocks human ubiquitin-specific protease USP2a; 330,000 tested, 0.01% active; USP2 core, Ub-CHOP2 coupled fluorogenic reporter, 485/531; Potency, µM (series often up to 38.3 µM), inactives show at the highest dose activity change, negative = inhibition, actives largely listed as inhibitors; O75604;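 further: potency means the concentration at half of the fitted maximal effect; plate controls were DMSO wells for no effect and full inhibition by NEM control for full effect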
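Cell-free coupled assay: 10nM USP2 core preincubated 30min RT with compound in Tris-HCl pH 8.0/CaCl2/CHAPS buffer, then 25nM Ub-CHOP2 and 25nM reporter substrate; fluorescence (Ex 485/Em 531) read after 60min RT, normalized to NEM inhibition, concentration-response curves fitted.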
hERG WT inh: KCNH2 (human, wildtype) channel inhibition; 340,000 tested, 0.37% active; activity change, % at 1.84 µM; U2OS, BacMam KCNH2, thallium flux FluxOr; active compounds read low; Q12809;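 active means maximum activity change below -70%; inconclusive means maximum activity change between -70% and -50%; inactive means maximum activity change above -50%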; further: on the % scale 0 is the no-effect control and ±100 the full control effect
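U2OS cells were transduced with wild-type KCNH2 virus (2.03 x 10^8 / mL) for 4 h at room temperature, then cultured overnight at 37 C. Thallium flux was read with FluxOr dye. Rate constants were normalized to DMSO controls.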
AT treatment: potential ataxia-telangiectasia treatment; 320,000 tested, 0.19% active; Potency, µM (doses to about 57.5 µM), for the others: at the highest dose activation, actives largely listed as activators; […] A-T fibroblasts, KAP-1 phosphorylation AlphaLISA; neocarzinostatin DNA damage 30 min before lysis; further: potency means the concentration at half of the fitted maximal effect; % of control where 0% means no effect; nearly all actives have a fitted effect of over 45% in size
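ATM-like activity read as KAP-1 phosphorylation via AlphaLISA donor/acceptor antibody pairs after lysis and 6 hr at 25C. Cells were ATM-null patient fibroblasts ([…], hTERT), dosed 60 min, then exposed to the DSB inducer NCS for 30 min.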
ELG1 repair inh: blocks ELG1-dependent DNA repair in HEK293T cells. HEK293T ELG1-luciferase reporter, luminescence, 16 h; DNA damage induced by 5-fluorouridine. Potency, µM (top dose mostly 46.1 µM), inactives show top-dose activity change, negative = inhibition, usual class: inhibitors. 330,000 tested, 2.3% active; further: potency means the concentration at half of the fitted maximal effect; on the % scale 0 is the no-effect control and ±100 the full control effect; nearly all actives have a fitted effect of over 55% in size
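In this reporter screen, reduction of luminescence relative to DMSO vehicle indicated activity. Compounds and 5-fluorouridine were added together to 2,000 cells per well, incubated for 16 hr at 37 °C, then developed with ONE-Glo.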
KCNH2 3.1 inh: inhibitors of human KCNH2 3.1 potassium channel isoform. 340,000 tested, 0.95% active. activity change, % (tested at about 1.8 µM). U2OS KCNH2 3.1, thallium flux FluxOr; active compounds read low. AID 720553;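 active means maximum activity change below -70%; inconclusive means maximum activity change from -70% to -50%; inactive means maximum activity change above -50%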;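 further: thallium influx rate constant from kinetic fluorescence after stimulation buffer; on the % scale 0 is the no-effect control and ±100 the full control effect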
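Thallium flux via FluxOr fluorescence (Red40 quencher, 45 min loading) in U2OS cells virally expressing the KCNH2 3.1 isoform (1.77 x 10^8 /mL virus, overnight at 37 C). Rate constants from 2-min kinetic reads post-stimulation, normalised to positive and negative controls.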
TSHR antagonist: antagonists of human thyroid stimulating hormone receptor; P16473; activity change, negative = inhibition, % at 11.5 µM; 330,000 tested, 0.2% active; TSHR-expressing cells, TSH-stimulated cAMP HTRF, 2 h; active compounds read low; AID 504810;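 active means activity change below a set negative limit, meaning inhibition stronger than a set level, cut at about -70% in these data; inconclusive means activity change between two set negative limits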; further: on the % scale 0 is the no-effect control and ±100 the full control effect
Target sequence (P16473 whole entry, looked up): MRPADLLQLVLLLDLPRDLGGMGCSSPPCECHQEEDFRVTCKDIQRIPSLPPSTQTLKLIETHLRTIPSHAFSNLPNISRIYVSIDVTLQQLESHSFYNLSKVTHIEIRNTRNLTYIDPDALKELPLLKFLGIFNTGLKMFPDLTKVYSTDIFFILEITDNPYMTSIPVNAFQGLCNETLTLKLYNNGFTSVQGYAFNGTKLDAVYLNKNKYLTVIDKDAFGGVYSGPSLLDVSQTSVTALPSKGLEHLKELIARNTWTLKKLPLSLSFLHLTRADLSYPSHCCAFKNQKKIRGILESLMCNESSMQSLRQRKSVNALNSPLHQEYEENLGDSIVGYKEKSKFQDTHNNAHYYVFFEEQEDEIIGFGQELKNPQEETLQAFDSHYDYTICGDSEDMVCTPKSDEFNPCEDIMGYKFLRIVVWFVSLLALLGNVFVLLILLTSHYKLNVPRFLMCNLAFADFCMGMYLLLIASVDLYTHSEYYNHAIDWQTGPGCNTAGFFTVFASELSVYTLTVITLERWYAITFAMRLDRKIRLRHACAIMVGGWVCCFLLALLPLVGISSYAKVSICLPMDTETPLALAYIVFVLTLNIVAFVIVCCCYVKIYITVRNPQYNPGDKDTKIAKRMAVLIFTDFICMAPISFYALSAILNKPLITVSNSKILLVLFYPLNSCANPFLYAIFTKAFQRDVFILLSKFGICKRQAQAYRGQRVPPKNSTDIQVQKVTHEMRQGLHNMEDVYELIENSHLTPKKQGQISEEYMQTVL
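Inhibition of cAMP made by TSHR-expressing cells under TSH stimulation (4nM final, EC80; 2 h, 37 deg C) is quantified with a one-step lysis HTRF kit, anti-cAMP cryptate versus cAMP-d2.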
Mito fusion act: inhibitors of mitochondrial division or activators of mitochondrial fusion; 320,000 tested, 0.23% active; S. cerevisiae fusion-defective mutant growth rescue, CellTiterGlo 48 h; AID 485298; Potency, µM (top dose mostly 46.1 µM), for inactives: at the top dose growth rescue (activation), usual class: activators;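 further: potency means the concentration at half of the fitted maximal effect; % of control where 0% means no effect; nearly all actives have a fitted effect of over 45% in size; temperature-sensitive fusion mutants such as fzo1-1 at 37 °C on non-fermentable ethanol glycerol medium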
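S. cerevisiae fusion-defective temperature-sensitive mutants (e.g. fzo1-1, mgm1-5) grown 48 h at 37C in YPEG (ethanol/glycerol non-fermentable) medium with 23 nl compound per well; growth rescue read as CellTiterGlo luminescence.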
Eya2 inh: inhibitors of human Eya2 phosphatase activity; O00167; recombinant Eya2, OMFP fluorescence dephosphorylation (OMFP is methylfluorescein phosphate); Potency, µM (highest dose often 76.9 µM), without a hit: at the top dose activity, negative = inhibition, usual class: inhibitors; 330,000 tested, 0.006% active; further: potency means the concentration at half of the fitted maximal effect; on the % scale 0 is the no-effect control and ±100 the full control effect
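Eya2 protein (added as 0.2 uM solution) was preincubated with compound for 10 min at ambient temperature in 50 mM HEPES pH 7.5, 50 mM NaCl, 5 uM MgCl2, 0.05% BSA, 1 mM DTT. OMFP (added at 50 uM) then reacted 10 min; fluorescence read at 485/525 nm.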
TRPV1 ag: human TRPV1 agonism | Q8NER1 | AID 540275 | 320,000 tested, 0.19% active | activation, % at 8.33 µM | TRPV1-expressing cells, Fluo-8 calcium influx, agonist mode; in the data active means activation above about 80%; inconclusive means between about 30% and that limit; further: 0% is about no effect
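TRPV1-expressing cells were cultured overnight at 35.5C and loaded with Fluo-8 calcium dye for 40 to 90 min at room temperature. After a 10 s baseline, compound was added and calcium influx was read kinetically for 3 min (ex 480/em 520 nm).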
An asterisk follows results filed as active; [ ] = remark or other dose. Unless noted, the call rests on the fitted dose curve; in most records, active means well fitted curve in the direction sought with a large enough effect; inconclusive means small, poorly fitted or top-dose-only effect, or another doubt; inactive means no such curve, though single readings can be large; an effect the other way counts as inactive or inconclusive. This is a subset; the hit share may differ from the screen's.

COC(=O)/C=c1\[nH]c2nnc(C)n2c1=O was read as TCR act 1%, USP2a block -2%, hERG WT inh -2, AT treatment 12%, ELG1 repair inh -1%, KCNH2 3.1 inh 8, TSHR antagonist -1, Mito fusion act 0%, Eya2 inh -1% and TRPV1 ag -3.
Screening O=C(Cc1ccccc1Cl)N1CCN(c2ncccn2)CC1 returned TCR act 1%, USP2a block 4%, hERG WT inh -7, AT treatment 7%, ELG1 repair inh 6%, KCNH2 3.1 inh 4, TSHR antagonist 12, Mito fusion act 1%, Eya2 inh 5% and TRPV1 ag 2.
O=S(=O)(c1cnccc1N1CCN(/N=C/c2ccc(Br)cc2)CC1)N1CCCCC1 was read as TCR act 7%, USP2a block 1%, hERG WT inh -1, AT treatment -3%, ELG1 repair inh -13%, KCNH2 3.1 inh -24, TSHR antagonist 6, Mito fusion act 1%, Eya2 inh 11% and TRPV1 ag 0.
Screening COc1ccc(NC(=O)CSc2ccccn2)cc1OC returned TCR act -3%, hERG WT inh 5, KCNH2 3.1 inh -3, Mito fusion act 1% and TRPV1 ag 0.
O=C(CSc1nc2ccccc2c(=O)n1-c1ccccc1Cl)NCC1CCCO1 (configuration not stated) was read as TCR act 1%, USP2a block -1%, hERG WT inh 10, AT treatment -17%, ELG1 repair inh 7%, KCNH2 3.1 inh -11, TSHR antagonist 16, Mito fusion act 9%, Eya2 inh 4% and TRPV1 ag 11.
Screening Nc1cc(=O)[nH]c(SCc2ccc(Cl)cc2Cl)n1 returned TCR act -6%, USP2a block 2%, hERG WT inh -1, AT treatment -25%, ELG1 repair inh 4.1µM*, KCNH2 3.1 inh -5, TSHR antagonist -9, Mito fusion act 4%, Eya2 inh 10% and TRPV1 ag -4.
CCNc1nc(NC(C)C)nc(Oc2ccc(OCc3ccccc3)nn2)n1 was read as TCR act -1%[46.1 µM], USP2a block -8%, hERG WT inh -1, ELG1 repair inh 8%, KCNH2 3.1 inh -14, TSHR antagonist -3, Mito fusion act -1%, Eya2 inh 6% and TRPV1 ag -1.
N#C/C(=N\Nc1ccc([N+](=O)[O-])cc1)C(=N)N1CCOCC1 was read as TCR act 5%, USP2a block 0%, hERG WT inh 1, AT treatment -13%, ELG1 repair inh inconclusive, KCNH2 3.1 inh 0, TSHR antagonist -5, Mito fusion act -1%, Eya2 inh 4% and TRPV1 ag -4.
`CCOC(=O)c1ccc(N2C(=O)c3n[nH]c(-c4ccco4)c3C2c2cccc([N+](=O)[O-])c2)cc1` (configuration not stated) gave TCR act 2%[46.1 µM], USP2a block 1%, hERG WT inh 10, AT treatment 2%, ELG1 repair inh 18µM*, KCNH2 3.1 inh 8, TSHR antagonist -16, Mito fusion act inconclusive, Eya2 inh -5% and TRPV1 ag 1.
Cc1ccccc1-n1nnnc1SCC(=O)c1c(N)n(C2CC2)c(=O)[nH]c1=O was read as TCR act -1%, USP2a block 1%, hERG WT inh 5, AT treatment -6%, ELG1 repair inh 21µM*, KCNH2 3.1 inh 3, TSHR antagonist 1, Mito fusion act 3%, Eya2 inh 21% and TRPV1 ag 4.
CCOc1ccc(-c2nnn(CC(=O)c3ccc4c(c3)OCCO4)n2)cc1OCC was read as TCR act 2%, USP2a block 0%, hERG WT inh 1, AT treatment 8%, ELG1 repair inh -13%, KCNH2 3.1 inh -4, TSHR antagonist -14, Mito fusion act -8%, Eya2 inh -12% and TRPV1 ag inconclusive.
`CC(NC(=S)Nc1c(Br)cccc1OC(F)F)C(C)(C)C` (configuration not stated) gave TCR act 3%[46.1 µM], USP2a block 2%, hERG WT inh -4, AT treatment 0%, ELG1 repair inh 9%, KCNH2 3.1 inh 8, TSHR antagonist -12, Mito fusion act 11%, Eya2 inh -1% and TRPV1 ag 15.
`CCCCN(C(=O)c1cc(-c2ccco2)nc2ccccc12)c1c(N)n(CCCC)c(=O)[nH]c1=O` gave TCR act -5%, USP2a block 2%, hERG WT inh -1, AT treatment 5%, ELG1 repair inh 1%, KCNH2 3.1 inh 0, TSHR antagonist 16, Mito fusion act 5%, Eya2 inh -9% and TRPV1 ag -4.
For CCN1CSC(=S)N(Cc2ccc(OC)cc2)C1 the results were TCR act 0%, USP2a block -1%, hERG WT inh -3, AT treatment 10%, ELG1 repair inh -19%, KCNH2 3.1 inh 0, TSHR antagonist -1, Mito fusion act -4%, Eya2 inh -11% and TRPV1 ag 22.
For Cc1ccc(S(=O)(=O)CCC(=O)OCC(=O)N2c3ccccc3CC2C)cc1 (configuration not stated) the results were TCR act 5%, USP2a block 0%, hERG WT inh 0, AT treatment -4%, ELG1 repair inh 5%, KCNH2 3.1 inh -12, TSHR antagonist 3, Mito fusion act -2%, Eya2 inh 10% and TRPV1 ag 10.
`CCC1(CC)NC(=O)N(CC(=O)OCC(=O)Nc2ncc(Cl)cc2Cl)C1=O` gave TCR act -1%, USP2a block -3%, hERG WT inh -12, AT treatment 0%, ELG1 repair inh 5%, KCNH2 3.1 inh 4, TSHR antagonist -1, Mito fusion act 1%, Eya2 inh 8% and TRPV1 ag -1.
COc1ccc(C2N(c3cc(C)on3)C(=O)C3CCCN32)cc1OC (configuration not stated) was read as TCR act 6%, USP2a block 0%, hERG WT inh 3, AT treatment 0%, ELG1 repair inh 13%, KCNH2 3.1 inh 7, TSHR antagonist -1, Mito fusion act 2%, Eya2 inh 10% and TRPV1 ag 0.
For CC(C)[C@H](NC(=O)N1CC(=O)Nc2ccccc21)C(=O)N1CCC[C@H]1C(=O)O the results were TCR act -12%, USP2a block 1%, hERG WT inh 4, AT treatment 5%, ELG1 repair inh inconclusive, KCNH2 3.1 inh 12, TSHR antagonist -11, Mito fusion act 1%, Eya2 inh 1% and TRPV1 ag 5.
Cc1oc(-c2cccs2)nc1CN1CC[C@@](O)(c2ccccc2)[C@H]2CCCC[C@@H]21 was read as TCR act -4%, USP2a block 2%, hERG WT inh -1, AT treatment -7%, ELG1 repair inh 14%, TSHR antagonist 2, Mito fusion act 0%, Eya2 inh 0% and TRPV1 ag -2.
Screening O=C1CC(SC2=NCCS2)C(=O)N1c1ccc(Br)cc1 (configuration not stated) returned TCR act 2%[46.1 µM], USP2a block -2%, hERG WT inh -2, AT treatment 5%, ELG1 repair inh 5%, KCNH2 3.1 inh 14, TSHR antagonist -8, Mito fusion act -4%, Eya2 inh -5% and TRPV1 ag 1.
Screening C[C@H](NC(=O)N1CCn2c1nc1ccccc12)C(=O)NC1CC1 returned TCR act -3%, USP2a block 1%, hERG WT inh -1, AT treatment -10%, ELG1 repair inh 15%, KCNH2 3.1 inh -136*, TSHR antagonist -9, Mito fusion act 1%, Eya2 inh 12% and TRPV1 ag -6.
`COC(=O)[C@@H](NC(=O)Nc1ccccc1F)C(C)C` gave TCR act -1%, USP2a block 2%, hERG WT inh -4, AT treatment 0%, ELG1 repair inh 6%, KCNH2 3.1 inh -6, TSHR antagonist -6, Mito fusion act 0%, Eya2 inh 9% and TRPV1 ag 0.
For COc1ccc(C(=O)NCCc2c[nH]c3ccccc23)cc1S(=O)(=O)N1CCOCC1 the results were TCR act -5%, USP2a block 4%, hERG WT inh -10, AT treatment 3%, ELG1 repair inh -12%, KCNH2 3.1 inh -15, TSHR antagonist -9, Mito fusion act -2%, Eya2 inh -2% and TRPV1 ag -2.
Screening NS(=O)(=O)c1cccc(NC(=O)C2CC(=O)N(Cc3ccco3)C2)c1 (configuration not stated) returned TCR act 2%, USP2a block 3%, hERG WT inh -7, AT treatment 2%, ELG1 repair inh 0%, KCNH2 3.1 inh -20, TSHR antagonist -3, Mito fusion act -1%, Eya2 inh -5% and TRPV1 ag -2.
C=CCn1c(SCC(=O)Nc2nnc(C)s2)nnc1C1CC1 was read as TCR act -3%, USP2a block 0%, hERG WT inh -4, AT treatment 7%, ELG1 repair inh 28%, KCNH2 3.1 inh 14, TSHR antagonist 18, Mito fusion act 6%, Eya2 inh -8% and TRPV1 ag -3.
`CC(C)CN(C(=O)COC(=O)C12CC3CC(CC(Cl)(C3)C1)C2)c1c(N)n(Cc2ccccc2)c(=O)[nH]c1=O` gave TCR act 2%, USP2a block -2%, hERG WT inh -10, AT treatment 2%, ELG1 repair inh -16%, KCNH2 3.1 inh 2, TSHR antagonist -9, Mito fusion act -3%, Eya2 inh -2% and TRPV1 ag -2.
Screening O=C(CN1CCN(c2ccc(O)cc2)CC1)N(C1CC1)C1CCS(=O)(=O)C1 (configuration not stated) returned TCR act 9%, USP2a block 1%, hERG WT inh -11, AT treatment 10%, ELG1 repair inh 6%, KCNH2 3.1 inh -10, TSHR antagonist -4, Mito fusion act -1%, Eya2 inh 9% and TRPV1 ag 1.
